Bioassay records (PubChem BioAssay)
GlmU inhibition: inhibition of mycobacterial GlmU enzyme – biochemical, glucosamine-1-phosphate acetyltransferase (AID 1376); M. tuberculosis GlmU acetyltransferase enzyme assay; higher % means a stronger effect; one-dose inhibition, %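 (tested at 30 µM in the primary screen)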; IC50 in µM for titrated hits; hit rate 0.25% among 220,000; in the data active = inhibition above about 13%; inconclusive = no clear call, values can overlap the other calls;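 note: 0% = complete reaction with vehicle and 100% = reaction without substrate; strong numbers were not always called active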
Mtb RmlCD inh: inhibitors of Mycobacterium tuberculosis RmlC and RmlD coupled enzymes. inhibition, % at 3.6 µM. RmlC+RmlD coupled enzyme assay, percent inhibition; primary screen in compound mixtures. hit rate 0.03% among 160,000. P9WH09+P9WH11; in the data active = inhibition mostly above about 34%, no sharp cut-off; inconclusive = no clear call, values can overlap the other calls; inactive = mostly below about 22%; note: some results filed as inactive read as strong as hits
Target sequence (P9WH09 whole entry, looked up): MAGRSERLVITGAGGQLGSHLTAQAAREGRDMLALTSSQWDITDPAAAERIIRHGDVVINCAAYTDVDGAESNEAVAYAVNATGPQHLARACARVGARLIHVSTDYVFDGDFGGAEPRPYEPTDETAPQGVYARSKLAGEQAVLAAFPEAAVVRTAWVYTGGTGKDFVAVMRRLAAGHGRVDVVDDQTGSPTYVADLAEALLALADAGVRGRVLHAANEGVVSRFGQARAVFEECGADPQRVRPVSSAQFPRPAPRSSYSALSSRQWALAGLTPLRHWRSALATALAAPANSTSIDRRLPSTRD
Target sequence (P9WH11 whole entry, looked up): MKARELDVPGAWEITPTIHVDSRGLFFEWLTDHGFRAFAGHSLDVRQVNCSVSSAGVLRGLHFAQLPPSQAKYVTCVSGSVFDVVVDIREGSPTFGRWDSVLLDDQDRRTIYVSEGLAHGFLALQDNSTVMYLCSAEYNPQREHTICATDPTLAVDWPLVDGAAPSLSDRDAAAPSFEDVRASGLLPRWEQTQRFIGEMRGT
The depositor's hits bear a star; ? = inconclusive; · = not tested or not shown; & = joins results of further samples. An excerpt, so the mix of outcomes need not match the whole.

Sample of the layout:
SMILES	GlmU inhibition	Mtb RmlCD inh
O=C(Nc1ncccc1Cl)c1cccc(F)c1	-1.7%	-7
Cc1nc2cc(C(=O)O)ccc2s1	-4.5%	·
C(=N\n1cnnc1)/c1ccc(-c2ccccc2)cc1	8.0%	·
O=C1c2cccc(OCC(=O)N3CCCc4ccccc43)c2CCN1Cc1ccc(F)cc1	-5.0%	8
O=C(O)C1(P(=O)(c2ccccc2)c2ccccc2)CCC1	6.0%	102
Cc1ccc(-c2csc(N/N=C/c3ccco3)n2)c(C)c1	7.1%	5
O=C(Nc1ccc(Cl)cn1)Nc1ccc(Cl)cn1	-2.1%	1
Cc1cc(Nc2ccccc2)nn1C(=O)c1ccc(Cl)cc1	·	-3
O=C(COC(=O)C1CC(O)CN1S(=O)(=O)c1ccc(Cl)cc1)c1cccc(Cl)c1 (centres undefined)	5.8%	·
CCCCCCN=Cc1c(O)n(C)c(=O)n(C)c1=O	1.4%	5
COCCn1nnnc1SCC(=O)NCc1ccc2c(c1)OCO2	3.3%	-3
Cc1ccc2oc(=O)c3cnn(CC(=O)NC4CCN(Cc5ccccc5)CC4)c3c2c1	-7.4%	8
CCCC(=O)C1C(=O)CC(CC(C)SCC)CC1=O (centres undefined)	0.8%	1
CCOc1ccc2c(c1)C(C)=CC(C)(C)N2C(=O)Nc1ccccc1	-2.4%	1

The list itself, from the first entry:
SMILES	GlmU inhibition	Mtb RmlCD inh
O=C(Nc1ncccc1Cl)c1cccc(F)c1	-1.7%	-7
Cc1nc2cc(C(=O)O)ccc2s1	-4.5%	·
C(=N\n1cnnc1)/c1ccc(-c2ccccc2)cc1	8.0%	·
O=C1c2cccc(OCC(=O)N3CCCc4ccccc43)c2CCN1Cc1ccc(F)cc1	-5.0%	8
O=C(O)C1(P(=O)(c2ccccc2)c2ccccc2)CCC1	6.0%	102
Cc1ccc(-c2csc(N/N=C/c3ccco3)n2)c(C)c1	7.1%	5
O=C(Nc1ccc(Cl)cn1)Nc1ccc(Cl)cn1	-2.1%	1
Cc1cc(Nc2ccccc2)nn1C(=O)c1ccc(Cl)cc1	·	-3
O=C(COC(=O)C1CC(O)CN1S(=O)(=O)c1ccc(Cl)cc1)c1cccc(Cl)c1 (centres undefined)	5.8%	·
CCCCCCN=Cc1c(O)n(C)c(=O)n(C)c1=O	1.4%	5
COCCn1nnnc1SCC(=O)NCc1ccc2c(c1)OCO2	3.3%	-3
Cc1ccc2oc(=O)c3cnn(CC(=O)NC4CCN(Cc5ccccc5)CC4)c3c2c1	-7.4%	8
CCCC(=O)C1C(=O)CC(CC(C)SCC)CC1=O (centres undefined)	0.8%	1
CCOc1ccc2c(c1)C(C)=CC(C)(C)N2C(=O)Nc1ccccc1	-2.4%	1
CCOc1ccc(-n2cc(C(=O)Nc3ccc(Cl)cn3)c3cc(OC)c(OC)cc3c2=O)cc1	-4.2%	·
CCCCN(CC)CCNC(=O)c1[nH]c(C)c(C(C)=O)c1C	0.6%	-6
CN(C)/C=N/c1ncc(C(=O)c2ccc(Cl)cc2Cl)s1	2.4%	5
CCCCOC(=O)Nc1ccccc1C(N)=O	-3.7%	14
CS(=O)(=NS(=O)(=O)c1ccc(Cl)cc1)c1ccccc1 (centres undefined)	-6.1%	·
O=C(CC1C(=O)NCCN1Cc1cccc(Oc2ccccc2)c1)NCCc1ccccn1 (centres undefined)	-4.1%	-12
COc1ccc(OC)c(C(=O)N2CCC(C(=O)c3ccc(F)cc3)CC2)c1	0.1%	·
Cc1cc(=O)oc(C)c1C(=O)OC(C(=O)c1ccccc1)c1ccccc1 (centres undefined)	1.0%	·
O=C(c1sc2ccccc2c1Cl)N(Cc1ccco1)C1CCS(=O)(=O)C1 (centres undefined)	9.5%	·
N#CC(C(=O)NCCc1ccccc1)c1nc2ccccc2nc1N1CCOCC1 (centres undefined)	1.6%	·
Cc1c(C(=O)N(Cc2ccccc2)C(C)C)cnn1-c1ccccc1	4.6%	-11
NC(N)=NS(=O)(=O)c1ccc(N=C2C(=O)Nc3ccccc32)cc1	2.2%	-3
O=P(Oc1ccccc1)(Oc1ccccc1)N1CCN(c2ccc(F)cc2)CC1	2.8%	8
NNc1nc2c(F)cccc2s1	-1.7%	12
Cc1ccc(OCc2nnc(NC(=O)c3cccnc3)s2)cc1	3.2%	14
CCO/C=C1/C(=O)N(C)C(=O)c2cc(OC)ccc21	-2.4%	·
O=C(c1cnc2n(c1=O)CCS2)N1CCN(c2ccccc2Cl)CC1	-2.8%	·
O=C(Nc1c(F)cc(F)cc1Br)c1cc(-c2ccc(O)cc2)on1	8.8%	-5
Cc1cc(-c2ccccc2)oc(=O)c1NC(=O)c1ccccc1	6.3%	-10
CN=c1scc(-c2cccs2)n1/N=C/c1ccccc1O	3.1%	7
CC(C)(C)C1=Nn2c(nnc2C2CCCCC2)SC1	-2.5%	?
Cc1ccc2c(c1)nnn2C1CCN(CC(=O)N(c2ccccc2)c2ccccc2)CC1	2.3%	·
O=C1NC(=Nc2ccccc2)S/C1=C/c1cccs1	-5.3%	10
Cc1nc(N2CCN(c3ccccc3)CC2)[nH]c(=O)c1Cc1ccccc1	1.3%	-3
O=C(O)/C=C/c1cn(Cc2ccccc2Cl)nc1-c1ccccc1	-3.0%	23
Cc1cccc(CC(=O)Nc2cc(C)c3c(=O)oc4ccccc4c3n2)c1	1.7%	-10
Cc1c(C(=O)NCCc2ccccc2)oc2ccc(S(=O)(=O)N3CCOCC3)cc12	-6.2%	·
NC(=O)CCN(Cc1ccccc1)S(=O)(=O)c1ccccc1	0.2%	·
Cc1cc(Cl)ccc1C(=O)C1CCCN(C(=O)c2cc(C(C)C)no2)C1 (centres undefined)	1.9%	0
CN(C)c1ccc(/C=C(\Cl)c2nc3ccccc3s2)cc1	2.8%	·
Cc1cc2nc(CCN3CCOCC3)n(S(=O)(=O)c3ccc(C(C)(C)C)cc3)c2cc1C	-0.5%	-5
Cc1ccc(CNS(=O)(=O)N(C)C)cc1	5.5%	17
COc1ccc(OC)c(C2C(C#N)=C(N)Oc3cc(N)ccc32)c1 (centres undefined)	-1.8%	7
CN(N=Nc1ccc([N+](=O)[O-])cc1)c1ccccc1	-1.9%	4
N/C(CN1CCSCC1)=N\OCc1c(F)cccc1Cl	·	10
CC(CN1CCN(C)CC1)OC(=O)c1ccc(Cl)cc1 (centres undefined)	2.7%	5

The list continues.
SMILES	GlmU inhibition	Mtb RmlCD inh
O=c1[nH]c(=S)n(C2CCCCC2)c(O)c1C=NCCN1CCOCC1	1.2%	16
COCC[N+]1(C)CCCCC1	-4.9%	·
O=C(/C=C/c1ccc(Cl)cc1)N(Cc1ccccc1)C1CCS(=O)(=O)C1 (centres undefined)	-4.2%	10
Cc1cccc(N2CCN(C(=O)COc3cc(=O)n(C)c4ccccc34)CC2C)c1 (centres undefined)	1.5%	·
CCOC(=O)c1cnc(SCC(=O)Nc2cc(OC)cc(OC)c2)nc1N	-2.7%	·
O=C(CNCc1ccccc1Cl)Nc1ccccc1N1CCCCC1	3.7%	·
COc1ccccc1C(=O)C1CCCN(C(=O)CCc2ccccn2)C1 (centres undefined)	0.1%	-14
COc1ccc(OCCNC(=O)/C=C/c2ccccc2)cc1	1.9%	-2
Cc1c(C(=O)NCCSCc2ccccc2)cccc1[N+](=O)[O-]	-0.2%	·
COc1ccc(NC(=S)NC(=O)c2ccccc2Cl)cc1	1.8%	-5
O=C(Nc1nc2ccc(F)cc2s1)C1CCCO1 (centres undefined)	1.4%	0
Nc1nc(N)c(N=Nc2ccc(C(=O)O)cc2)c(N)n1	13%*	-3
CCOC(=O)c1ccc(NC(=O)N2CC(C)OC(C)C2)cc1 (centres undefined)	5.5%	?
CCOc1cccc(/C=C/c2ccc3ccccc3n2)c1OC(C)=O	0.2%	-10
Cn1nnnc1SCC(=O)Nc1ccccc1C(N)=O	-1.7%	13
CCN(CC)S(=O)(=O)c1cccc(NC(=O)c2ccccc2Br)c1	-0.9%	·
Cc1cccc(C)c1NC(=O)CN(C)c1ccc(C(F)(F)F)cn1	1.9%	-12
C/C(=N\NC(=O)c1ccc([N+](=O)[O-])cc1)c1cccc([N+](=O)[O-])c1	1.4%	-8
O=C(NN1C(=O)/C(=C/c2cccs2)SC1=S)c1cccnc1	1.1%	-9
Cn1c(=O)c2c(nc(CN3CCN(C(=O)c4ccco4)CC3)n2Cc2ccc(F)cc2)n(C)c1=O	1.4%	·
O=C(c1ccc2ccccc2c1)C1CCCN(C(=O)c2cnccn2)C1 (centres undefined)	3.5%	-4
CC1=CN2C(=N)/C(=C/c3ccc(Sc4ccc(C)cc4)o3)C(=O)N=C2S1	1.9%	-10
Cc1cc2oc(=O)c3c(c2cc1OCc1nn[nH]n1)CCCC3	3.5%	11
Cc1ccc(NC(=O)CN2CCc3ccccc3C2)cc1	0.8%	9
CN1CCN(S(=O)(=O)c2cccc(C(=O)NC3CCCc4ccccc43)c2)CC1 (centres undefined)	5.8%	5
Cc1cccc(NC(=O)CSc2nnc(CNC(=O)c3ccc(S(=O)(=O)N(C)C)cc3)n2-c2ccccc2)c1	-1.1%	15
Cc1ccc(C(=O)OCCc2c(C)[nH]n(-c3ccccc3)c2=O)cc1	5.0%	·
CCn1c(SCC(=O)NC2CCCCC2)nnc1-c1cc2cccc(OC)c2o1	-2.8%	29
COc1ccc(OC)c(NC(=O)CSc2nncc3ccc(OC)c(OC)c23)c1	7.4%	-5
COc1cccc(NC(=S)N(CCCN2CCCC2)Cc2cccn2Cc2ccc(Cl)cc2)c1	-9.3%	-4
Cc1cc(N2CCOCC2)nc(SCC(=O)OCc2ccccc2)n1	2.9%	·
c1ccc2nc3c(nc2c1)c1ccccc1n3CCN1CCOCC1	1.5%	8
N#Cc1ccc(C(=O)Nc2ccc(S(=O)(=O)NC3=NCCCCC3)cc2)cc1	3.0%	-12
O=S(=O)(c1ccc(Cl)cc1)c1nc(-c2ccco2)oc1N1CCOCC1	-5.1%	7
COCCNC(=O)C(=O)NNC(=O)CCc1ccccc1	1.0%	5
COC(=O)c1ccc(-c2ccco2)n1Cc1ccccc1Cl	1.6%	·
O=C(Nc1cccc(C(=O)O)c1)/C(=C\c1ccccc1)NC(=O)c1ccccc1	-7.3%	6
Cc1ccc(C)c(NC(=O)c2oc(=O)c3ccccc3c2-c2ccccc2)c1	1.9%	0
N#Cc1nc(-c2ccc(OCc3ccccc3)cc2)oc1NCc1cccnc1	-3.7%	5
COc1ccc(C(=O)Nc2cc(C(F)(F)F)ccc2Cl)cc1OC	49%*	31
CC(C)CC(=O)Nc1ccc2ccccc2c1	-1.9%&0.9%	4&12
COc1ccc(C(=O)Nc2ccc(N3CCN(C(=O)c4ccccc4)CC3)cc2)cc1[N+](=O)[O-]	-0.5%	-6
Cc1c(C(=O)NCCSCc2cccc(C(F)(F)F)c2)cnn1-c1ccc(Cl)cc1	4.0%	-2
CC1CCN(c2nc3ccccc3n2CC(=O)c2ccccc2)CC1	-5.8%	4
COc1ccc(-c2nc(CS(=O)CC(=O)NCCCN3CC(C)CC(C)C3)c(C)o2)cc1OC (centres undefined)	7.3%&-2.5%	-3
C=C(C)c1cccc(C(C)(C)NC(=O)NCc2ccc(OC)c(OC)c2)c1	0.6%	6
COc1ccc(OC)c(N/C(C)=C/C(=O)c2ccc(C)o2)c1	-0.2%	5
C=CCn1c(COc2ccccc2-c2ccccc2)nnc1SCC(=O)NC(=O)NCc1ccco1	3.0%	·
C/C(=N\NC(=O)OC(C)(C)C)c1ccc(-n2ccnc2)cc1	5.8%	6
CCOC(=O)C1CCN(C(=O)c2cn(CCOC)c(=O)c3c2c2ccccc2n3C)CC1	3.0%	1

Further results
SMILES	GlmU inhibition	Mtb RmlCD inh
CC1(C)Cc2noc(N)c2C(C)(C)N1OC(=O)c1cccs1	2.0%	-2
Cc1[nH]c2ccc(OC(=O)N3CCOCC3)cc2c1C(=O)OC(C)C	-0.1%	2
COC(=O)c1ccc(N)nc1	-7.1%	-1
O=S1(=O)N=C(Nc2nncs2)c2ccccc21	0.7%	8
COc1ccc(-c2nnc(N3CCC(C)CC3)c3ccccc23)cc1	·	-9
O=C(C1CCC(CNc2c(N3CCCCC3)c(=O)c2=O)CC1)N1CCCCC1 (centres undefined)	2.4%	-3
CCC(C)NC(=O)C1CCN(c2nc(OC)nc(OC)n2)CC1 (centres undefined)	4.2%	-8
O=c1cc(O)c(-c2cccc(C(F)(F)F)c2)c(Cl)[nH]1	·	-12
CCOc1ccc(N2C(=O)C(CC(=O)Nc3ccc(F)cc3)N(Cc3ccccn3)C2=S)cc1 (centres undefined)	6.4%	-8
CCOc1ccc(C(=O)NC(=S)NCc2cccnc2)cc1	5.4%	-4
CC(C)CN(C(=O)COC(=O)CCN1C(=O)c2ccccc2C1=O)C1CCS(=O)(=O)C1 (centres undefined)	-0.5%	·
Cc1nnc(SCC(=O)Nc2ccc(N3CCOCC3)cc2)n1-c1ccccc1	1.6%	·
COC(=O)N/N=C/c1cn(CC(C)COc2ccccc2)c2ccccc12 (centres undefined)	2.2%	-11
CC(CC(=O)N1CCN(c2ccc(C(F)(F)F)cn2)CC1)n1ccnc1 (centres undefined)	-2.4%	·
Cc1ccc(-n2nnc3c(=O)n(CC(=O)N4CCOCC4)cnc32)cc1	-1.4%	14
CN1CC(=O)NC1=NC(=O)c1ccc(Cl)c(S(=O)(=O)N2CCCCCC2)c1	-0.4%	36
N#CCN1C(=S)N=C(Nc2cccc(Cl)c2)C12CCCCC2	5.5%	30
CCN(CCNC(=O)C1CCN(S(=O)(=O)c2cccc3cccnc23)CC1)c1ccccc1	1.1%	8
O=C(Cn1nc(CNc2ccc(Cl)cc2)[n+]2c1CCCCC2)c1ccccc1	-3.5%	-3
CCC1C(C#N)=C(SC)NC2=C1C(=O)CC(C)(C)C2 (centres undefined)	7.9%	6
